PhoP inhibition: inhibitors of PhoP regulon expression, primary screen, Salmonella Typhimurium, GFP reporter (AID 1863). S. Typhimurium PhoP-regulated promoter GFP reporter, 4 h; higher % means a stronger effect. inhibition, % at 50 µM, or IC50 in µM where a hit was titrated. hit rate 0.16% among 300,000;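 active = inhibition over 29.93%, a cutoff 3 SD above the screen mean, later confirmed by dose response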;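 note: 0% = low Mg2+ inducing control and 100% = high Mg2+ repressing control; strong numbers were not always called active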
RSV CPE inhibition: RSV antiviral activity via CPE protection, HEp-2 cells, primary 10 µM value included (AID 2391) | hit rate 0.13% among 310,000 | HEp-2 cells, RSV-induced CPE inhibition; higher % means a stronger effect | CPE inhibition, % at 10 µM; hits with a dose series show IC50 in µM; in the data active = a potency from the dose series; note: strong numbers were not always called active
MgcRacGAP inhibition: MgcRacGAP GTPase-activating activity inhibitors, confirmation, biochemical, ADP Hunter fluorescence | AID 624330, 2012 | hit rate 0.6% among 340,000 | inhibition, % at 30 µM, or IC50 in µM where a hit was titrated | MgcRacGAP-stimulated Rac1 GTP hydrolysis, ADP Hunter fluorescence; higher % means a stronger effect; GST-tagged Rac1 F28L mutant substrate;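 active = first-screen hits whose inhibition reached a set limit at any dose in the follow-up dose series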;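 note: fluorescence reports GDP produced by GAP-driven GTP hydrolysis; strong numbers were not always called active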
Large T inhibition: SV40 large T antigen inhibitors, biochemical (AID 1903) | SV40 large T antigen ATPase/helicase inhibition assay; higher % means a stronger effect | one-dose inhibition, % at 20 µM; IC50 in µM for titrated hits | hit rate 0.39% among 310,000; in the data active = a potency from the dose series; note: strong numbers were not always called active
HIV fusion peptide: inhibitors of HIV fusion peptide binding, primary screen, biochemical, uHTS, fluorescence dequenching (AID 1986). cell-free peptide binding, fluorescence dequenching, 30 min; higher % means a stronger effect. one-dose inhibition, % at 20 µM; IC50 in µM for titrated hits. hit rate 0.3% among 290,000; in the data active = inhibition mostly above about 52%, no sharp cut-off; inactive = mostly below about 76%; note: some results filed as inactive read as strong as hits
K1F lysis inhibition: inhibition of K1F phage lysis, E. coli UTI89, bacterial capsule biogenesis inhibitors, alamar blue (AID 488966); E. coli UTI89 K1F phage lysis, alamar blue, 2 h; higher % means a stronger effect; inhibition, % at 100 µM, or IC50 in µM where a hit was titrated; hit rate 0.02% among 340,000;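 active = phage lysis inhibition, versus mean bacterial control, above a set limit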;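 note: capsule biogenesis inhibitors block K1F phage lysis so surviving cells raise fluorescence; higher fluorescence means more inhibition of phage lysis; actives were called in the ten point dose series up to 300 µM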
GPR55 antagonists: GPR55 antagonists blocking LPI-driven arrestin recruitment, primary screen, imaging, U2OS, beta-arrestin-GFP, LPI agonist (AID 2013); U2OS GPR55 beta-arrestin-GFP translocation imaging, LPI antagonism; higher % means a stronger effect; inhibition, % at 10 µM, or IC50 in µM where a hit was titrated; hit rate 0.13% among 290,000;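 active = spots per cell inhibited over 60%, with over 100 cells counted and total cytoplasm intensity under 500,000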;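 note: U2OS cells stably carrying GPR55 and arrestin-GFP stimulated by 5 µM LPI near EC80; imaged beta-arrestin-GFP aggregate spots per cell after agonist stimulation; plate controls were LPI-stimulated DMSO wells for no effect and DMSO wells without LPI for full effect; some results filed as inactive read as strong as hits; confirmed hits need IC50 under 10 µM and bright autofluorescent wells are also inconclusive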
NS5 inhibitors: Dengue-2 NS5 methyltransferase inhibitors, primary screen, biochemical, confirmation dose response (AID 588689). Dengue-2 NS5 methyltransferase capping enzyme assay, biochemical; higher % means a stronger effect. inhibition, % at 25 µM, or IC50 in µM where a hit was titrated. Genome polyprotein (Dengue virus type 2 (strain 16681-PDK53)). hit rate 0.3% among 340,000; in the data active = a potency from the dose series
GPR35 arrestin U2OS: GPR35 antagonists blocking zaprinast-driven arrestin recruitment, primary screen, imaging, U2OS, beta-arrestin-GFP, zaprinast agonist (AID 2058); G-protein coupled receptor 35 (Homo sapiens); U2OS GPR35 beta-arrestin-GFP translocation imaging, zaprinast antagonism; higher % means a stronger effect; one-dose inhibition, % at 10 µM; IC50 in µM for titrated hits; hit rate 0.052% among 290,000;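 active = inhibition of at least 50% with at least 30 cells and total cytoplasm GFP at most 10,000,000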
NS5 inhibitors pilot replicate: also measured in NS5 inhibitors; calls as there; inhibition, %; measured here: pilot screen replicate inhibition
The depositor's hits bear a star; [ ] = dose if it differs, or a comment. Compounds were not picked by outcome. About 1.5% of those tested had a hit in this group.

For COc1ccc(C(=O)Nc2cccc([N+](=O)[O-])c2)cc1Br the results were RSV CPE inhibition 0.6%, MgcRacGAP inhibition 8%, K1F lysis inhibition -0.8%[50 µM] and NS5 inhibitors -4%.
CCc1cc(C(=O)N(CCCOC)c2c(N)n(Cc3ccccc3)c(=O)[nH]c2=O)sc1C was read as PhoP inhibition -3%, RSV CPE inhibition -1.4%, MgcRacGAP inhibition 6%, Large T inhibition 9%, K1F lysis inhibition 0.3%[50 µM] and NS5 inhibitors 4%.
`COC(=O)N1[C@H](Cc2ccccc2)C=C[C@]1(C)C(=O)NCc1ccccn1` gave PhoP inhibition 5%, RSV CPE inhibition -0.1%, MgcRacGAP inhibition 9%, Large T inhibition 7%, HIV fusion peptide 2.4%, K1F lysis inhibition 2.4%, GPR55 antagonists 7%, NS5 inhibitors -11% and GPR35 arrestin U2OS 8%.
For COc1ccccc1N1C(=O)c2cccnc2C1=O the results were PhoP inhibition -1%, RSV CPE inhibition 1.2%, MgcRacGAP inhibition 6%, Large T inhibition 4%, HIV fusion peptide -0.7%, K1F lysis inhibition -1.0%, GPR55 antagonists 4%, NS5 inhibitors -1% and GPR35 arrestin U2OS 16%.
`COc1ccc(/C=C2\SC(=S)N(CCCC(=O)N3CCOCC3)C2=O)cc1` gave PhoP inhibition 1%, RSV CPE inhibition 1.3%, MgcRacGAP inhibition 13%, Large T inhibition 16%, HIV fusion peptide -0.3%, K1F lysis inhibition 0.8%[50 µM], GPR55 antagonists 5%, NS5 inhibitors 0% and GPR35 arrestin U2OS -5%.
Screening CCOC(=O)C1CCN(S(=O)(=O)c2cccc(-c3cn4ccccc4n3)c2)CC1 returned PhoP inhibition 0%, RSV CPE inhibition 6.3%, MgcRacGAP inhibition 10%, Large T inhibition -6%, HIV fusion peptide -1.9%, K1F lysis inhibition -0.3%, GPR55 antagonists 3%, NS5 inhibitors 4% and GPR35 arrestin U2OS 3%.
For CCCCc1cc(=O)oc2cc(C)cc(OCC(=O)NCCN3CCOCC3)c12 the results were PhoP inhibition -5%, RSV CPE inhibition 3.2%, MgcRacGAP inhibition 12%, Large T inhibition 6%, HIV fusion peptide 2.0%, K1F lysis inhibition 0.2%, GPR55 antagonists -7%, NS5 inhibitors 1% and GPR35 arrestin U2OS -4%.
Screening CCOP(=O)(OCC)C(NC(=O)Nc1cccc(Cl)c1)C(N)=O (configuration not stated) returned PhoP inhibition -12%, RSV CPE inhibition -0.8%, MgcRacGAP inhibition 3%, Large T inhibition 12%, HIV fusion peptide -0.8%, K1F lysis inhibition 1.0%, GPR55 antagonists -16%, NS5 inhibitors 2% and GPR35 arrestin U2OS 17%.
Screening COc1ccc(-c2nc(CSCC(=O)N3CCN(C4CCCCC4)CC3)c(C)o2)cc1OC returned RSV CPE inhibition -1.2%, MgcRacGAP inhibition 9%, K1F lysis inhibition 8.7% and NS5 inhibitors -6%.
Cc1ccc(/C=C/C(=O)NCC2COc3ccccc3O2)o1 (configuration not stated) was read as PhoP inhibition -4%, RSV CPE inhibition -0.2%, MgcRacGAP inhibition 14%, Large T inhibition 14%, HIV fusion peptide 9.2%, K1F lysis inhibition -0.1%, GPR55 antagonists -3%, NS5 inhibitors -11% and GPR35 arrestin U2OS 5%.

Of the compounds above, 2 contain a halogen.
For COc1ccc(C(=O)Nc2cccc([N+](=O)[O-])c2)cc1Br the results were RSV CPE inhibition 0.6%, MgcRacGAP inhibition 8%, K1F lysis inhibition -0.8%[50 µM] and NS5 inhibitors -4%.
Screening CCOP(=O)(OCC)C(NC(=O)Nc1cccc(Cl)c1)C(N)=O (configuration not stated) returned PhoP inhibition -12%, RSV CPE inhibition -0.8%, MgcRacGAP inhibition 3%, Large T inhibition 12%, HIV fusion peptide -0.8%, K1F lysis inhibition 1.0%, GPR55 antagonists -16%, NS5 inhibitors 2% and GPR35 arrestin U2OS 17%.

Carrying on.
For COc1cccc(N2CCN(C(c3ccccn3)c3nnnn3C(C)(C)C)CC2)c1 (configuration not stated) the results were PhoP inhibition 1%, RSV CPE inhibition 2.3%, MgcRacGAP inhibition 12%, Large T inhibition 7%, HIV fusion peptide -0.9%, K1F lysis inhibition 0.5%, GPR55 antagonists 19%, NS5 inhibitors -5% and GPR35 arrestin U2OS -13%.
Screening Clc1ccc(C2=Nn3c(Cn4nnc5ccccc54)nnc3SC2)cc1 returned PhoP inhibition -16%, RSV CPE inhibition 1.9%, Large T inhibition 1%, HIV fusion peptide 0.4%, GPR55 antagonists 2% and GPR35 arrestin U2OS 7%.
`Nc1nnc(CSCc2ccc(Cl)cc2)s1` gave PhoP inhibition 5%, RSV CPE inhibition 0.5%, MgcRacGAP inhibition 8%, Large T inhibition 9%, HIV fusion peptide 0.8%, K1F lysis inhibition 2.1%, GPR55 antagonists 0%, NS5 inhibitors 0% and GPR35 arrestin U2OS 1%.
`FC(F)(F)c1cc(-c2ccccc2)nc(NCC2CCCO2)n1` (configuration not stated) gave PhoP inhibition 3%, RSV CPE inhibition 3.4%, MgcRacGAP inhibition 1%, Large T inhibition 8%, HIV fusion peptide 0.9%, K1F lysis inhibition -0.5%, GPR55 antagonists 2%, NS5 inhibitors -13% and GPR35 arrestin U2OS -23%.
`COC(=O)c1ccc(/C=N\NC(=O)c2c(C)nc3ccc(Cl)cn23)cc1` gave PhoP inhibition -3%, RSV CPE inhibition 1.2%, MgcRacGAP inhibition 5%, Large T inhibition 9%, HIV fusion peptide 4.5%, K1F lysis inhibition 0.4%, GPR55 antagonists -1%, NS5 inhibitors -6%, GPR35 arrestin U2OS -7% and NS5 inhibitors pilot replicate -0.9.
`O=C(COC(=O)CCOc1ccccc1)Nc1ccc(Cl)cn1` gave PhoP inhibition -6%, RSV CPE inhibition 4.5%, MgcRacGAP inhibition 3%, Large T inhibition 1%, HIV fusion peptide -0.6%, K1F lysis inhibition 0.8%, GPR55 antagonists 12%, NS5 inhibitors 6% and GPR35 arrestin U2OS -5%.
Screening COc1ccc(-c2[nH]ncc2CNCCc2ncccc2C)cc1F returned PhoP inhibition -2%, RSV CPE inhibition -0.1%, MgcRacGAP inhibition 6%, Large T inhibition 1%, HIV fusion peptide 0.3%, K1F lysis inhibition -1.0%, GPR55 antagonists -10%, NS5 inhibitors -1% and GPR35 arrestin U2OS -12%.
`COC(=O)CCCCCCCCCC[N+]1(C)CCCCC1` gave PhoP inhibition 14%, RSV CPE inhibition 0.7%, MgcRacGAP inhibition 0%, Large T inhibition -2%, HIV fusion peptide -0.4%, K1F lysis inhibition 4.5%, GPR55 antagonists 0%, NS5 inhibitors 2% and GPR35 arrestin U2OS -1%.
Screening Cc1nn(-c2ccccc2)c2c1C(=O)N(Cc1ccccc1)C(=O)C(C)(C)C2 returned PhoP inhibition 0%, RSV CPE inhibition 8.1%, MgcRacGAP inhibition 5%, Large T inhibition 5%, HIV fusion peptide -2.8%, K1F lysis inhibition -1.0%[50 µM], GPR55 antagonists 33%, NS5 inhibitors -2% and GPR35 arrestin U2OS -3%.
Screening Cc1ccc(S(=O)(=O)N2CCCCC2)cc1NC(=O)C1CCCO1 (configuration not stated) returned PhoP inhibition -6%, RSV CPE inhibition -1.3%, MgcRacGAP inhibition 0%, Large T inhibition 18%, HIV fusion peptide -2.4%, K1F lysis inhibition 0.1%, GPR55 antagonists 14% and GPR35 arrestin U2OS -1%.
For O=C(Cc1ccccc1)N/N=C/c1ccc2c(c1)OCO2 the results were PhoP inhibition 0%, RSV CPE inhibition -1.5%, Large T inhibition 11%, HIV fusion peptide 0.0%, GPR55 antagonists 4% and GPR35 arrestin U2OS 1%.
`O=C(NNC(=S)Nc1ccc(Br)cc1)c1ccccc1` gave PhoP inhibition 8%, RSV CPE inhibition 11%, MgcRacGAP inhibition 10%, Large T inhibition 24%, HIV fusion peptide -0.6%, K1F lysis inhibition -0.2%, GPR55 antagonists 12%, NS5 inhibitors -4% and GPR35 arrestin U2OS 3%.
For CCNc1c(N)c(=O)oc2ccccc12 the results were PhoP inhibition 6%, RSV CPE inhibition 0.8%, MgcRacGAP inhibition 8%, Large T inhibition 1%, HIV fusion peptide -1.0%, K1F lysis inhibition 3.6%, GPR55 antagonists 1% and GPR35 arrestin U2OS 7%.
For CCc1cccc(CC)c1NC(=O)CSc1nc2ccc(N3C(=O)C4C5C=CC(C5)C4C3=O)cc2s1 (configuration not stated) the results were PhoP inhibition -3%, RSV CPE inhibition 7.0%, MgcRacGAP inhibition -2%, Large T inhibition 1%, HIV fusion peptide -2.7%, K1F lysis inhibition 4.9%, GPR55 antagonists 4%, NS5 inhibitors -11% and GPR35 arrestin U2OS 11%.
`CC1(N2CCOCC2)C(=O)c2ccccc2C1=O` gave PhoP inhibition 10%, RSV CPE inhibition 0.8%, MgcRacGAP inhibition 8%, Large T inhibition 19%, HIV fusion peptide -0.5%, K1F lysis inhibition -0.1%, GPR55 antagonists -1%, NS5 inhibitors 1% and GPR35 arrestin U2OS 5%.
For O=c1[nH]c(-c2ccccc2F)nc2c1sc(=S)n2Cc1ccccc1 the results were PhoP inhibition -4%, RSV CPE inhibition 14%, MgcRacGAP inhibition -21%, Large T inhibition -1%, HIV fusion peptide 13%, K1F lysis inhibition -0.1%, GPR55 antagonists 7%, NS5 inhibitors 5% and GPR35 arrestin U2OS -12%.
C=CCNC(=O)/C(C#N)=C/c1c(N2CCN(c3ccccc3)CC2)nc2c(C)cccn2c1=O was read as PhoP inhibition 3%, RSV CPE inhibition 2.3%, MgcRacGAP inhibition 8%, Large T inhibition 1%, HIV fusion peptide 2.5%, K1F lysis inhibition 0.2%, GPR55 antagonists 10%, NS5 inhibitors 8% and GPR35 arrestin U2OS -16%.
For COc1ccc(C(=O)N2CCCCC2)cc1S(=O)(=O)Nc1ccccc1 the results were PhoP inhibition -8%, RSV CPE inhibition 3.8%, MgcRacGAP inhibition 8%, Large T inhibition 9%, HIV fusion peptide -0.3%, K1F lysis inhibition -0.3%, GPR55 antagonists 5%, NS5 inhibitors -1% and GPR35 arrestin U2OS 0%.
`Cc1[nH]nc2c1/C(=N\O)CCC2` gave PhoP inhibition -5%, RSV CPE inhibition 0.6%, MgcRacGAP inhibition 7%, Large T inhibition 7%, HIV fusion peptide -1.5%, K1F lysis inhibition 0.4%, GPR55 antagonists 15%, NS5 inhibitors -2% and GPR35 arrestin U2OS -12%.
